EPAC1 antagonist = blocks human EPAC1 exchange factor; EPAC1 GEF assay, Rap1b-BODIPY-GDP exchange fluorescence; AID 720709; actives 0.14% (n = 360,000); Potency, µM (series often up to 115 µM), inactives show at the highest dose activity change, negative = inhibition, actives largely listed as inhibitors;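 note: potency is the fitted concentration of half-maximal effect; plate controls were vehicle for no effect and positive control for full effect; nearly all actives have a fitted effect of over 50% in size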
EPAC1 agonist = agonists of human EPAC1 | AID 720707 | Potency, µM (titrated, usually from 154 µM), inactives show at the top dose activation, actives largely listed as activators | actives 0.073% (n = 360,000) | O95398 | EPAC1 agonist qHTS, biochemical assay; response scale: 100% = response to 6.5 mM cAMP; note: potency is the fitted concentration of half-maximal effect; nearly all actives have a fitted effect of over 60% in size
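Nucleotide exchange assay: 100 nM EPAC1 with 250 nM Rap1B loaded with BODIPY-GDP and 50 uM GDP, room temperature. Fluorescence (480/540 nm) read every 5 min for 30 min; signal change normalized to 6.5 mM cAMP as full agonist.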
WRN helicase inh = WRN helicase (human) inhibition; Potency, µM (titrated, usually from 114 µM), for the others: top-dose activity change, negative = inhibition, most hits filed as inhibitors; actives 0.46% (n = 360,000); WRN helicase unwinding, fluorescent forked duplex, kinetic; note: potency is the fitted concentration of half-maximal effect; % is set by controls: 0 for no effect and ±100 for the full control effect; nearly all actives have a fitted effect of over 55% in size
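Kinetic fluorescence helicase assay: unwinding of a quenched forked DNA duplex (100 nM final) with 2 mM ATP final raises red fluorescence (525/598 nm). Compounds sat 15 min at room temperature with 20 nM WRN beforehand.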
FUS yeast rescue = FUS proteinopathy suppression in yeast | AID 1347120 | Potency, µM (series often up to 76.6 µM), for inactives: at the top dose growth rescue (activation), usual class: activators | actives 0.24% (n = 390,000) | S. cerevisiae FUS-expressing, growth rescue, OD600, 24 h;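 note: potency is the fitted concentration of half-maximal effect; plate controls were DMSO vehicle for no effect and reference control for full effect; nearly all actives have a fitted effect of over 55% in size; some results filed as inactive show a strong effect at the top dose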
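Yeast expressing FUS under galactose induction, OD 0.005 in 2% galactose medium; compounds in a dilution series, 24 h at 30C. Growth rescue by absorbance at 600 nm; CP55940 positive control, DMSO negative.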
IL-2 act = activates IL-2 in a cell-based reporter assay | actives 0.065% (n = 360,000) | activation, % (series mostly up to about 46 µM) | IL-2 activation reporter assay, cell-based qHTS; stimulated with anti-CD3/CD4/CD28 beads; in transgenic mouse T cells | AID 652025; in the data active = activation above about 50%; inconclusive = mostly about 30% to 49%; note: 0% is about no effect
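Unstimulated transgenic mouse T cells preincubated 60 min with compound, then stimulated with anti-CD3/anti-CD4-coated beads plus anti-CD28 for 18 h at 37 degrees C. IL-2 response read as EGFP and DsRed fluorescence by plate cytometry.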
PLK1 PBD inh = PLK1 (human) polo-box domain binding inhibition. Potency, µM, without a hit: max response, negative = inhibition, actives largely listed as inhibitors. AID 720504. P53350. Plk1 PBD binding of FITC phosphopeptide, fluorescence polarization. actives 2.8% (n = 360,000); note: potency is the fitted concentration of half-maximal effect; series mostly up to about 57 µM; % is set by controls: 0 for no effect and ±100 for the full control effect; nearly all actives have a fitted effect of over 65% in size
Target sequence (P53350 whole entry, looked up, the tested form may be a part): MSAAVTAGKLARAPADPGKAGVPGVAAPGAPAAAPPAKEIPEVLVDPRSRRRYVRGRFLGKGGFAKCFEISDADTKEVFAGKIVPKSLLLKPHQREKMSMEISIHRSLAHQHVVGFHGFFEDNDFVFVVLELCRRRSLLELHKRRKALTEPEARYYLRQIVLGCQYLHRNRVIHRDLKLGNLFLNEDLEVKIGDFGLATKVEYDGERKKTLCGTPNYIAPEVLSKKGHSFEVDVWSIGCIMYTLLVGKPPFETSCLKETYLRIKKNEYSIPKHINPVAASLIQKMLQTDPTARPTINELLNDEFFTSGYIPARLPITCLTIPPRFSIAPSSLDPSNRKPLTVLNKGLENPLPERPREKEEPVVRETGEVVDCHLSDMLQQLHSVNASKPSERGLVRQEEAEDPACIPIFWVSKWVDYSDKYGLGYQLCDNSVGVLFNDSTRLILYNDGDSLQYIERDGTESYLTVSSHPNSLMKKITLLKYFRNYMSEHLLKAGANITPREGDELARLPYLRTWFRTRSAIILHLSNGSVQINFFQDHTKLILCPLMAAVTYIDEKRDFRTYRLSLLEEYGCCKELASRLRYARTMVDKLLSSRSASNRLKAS
PI5P4K alpha inh = blocks human PI5P4K alpha kinase activity. PI5P4Kalpha enzyme, ADP-Glo luminescence, 60 min; hits give low values. actives 1.2% (n = 330,000). max response, %; active = max response of -50% or lower; inconclusive = between -30% and -50%; inactive = -30% or higher; note: value at the top dose of about 77 µM; % is set by controls: 0 for no effect and ±100 for the full control effect
Target sequence (P48426 whole entry, looked up): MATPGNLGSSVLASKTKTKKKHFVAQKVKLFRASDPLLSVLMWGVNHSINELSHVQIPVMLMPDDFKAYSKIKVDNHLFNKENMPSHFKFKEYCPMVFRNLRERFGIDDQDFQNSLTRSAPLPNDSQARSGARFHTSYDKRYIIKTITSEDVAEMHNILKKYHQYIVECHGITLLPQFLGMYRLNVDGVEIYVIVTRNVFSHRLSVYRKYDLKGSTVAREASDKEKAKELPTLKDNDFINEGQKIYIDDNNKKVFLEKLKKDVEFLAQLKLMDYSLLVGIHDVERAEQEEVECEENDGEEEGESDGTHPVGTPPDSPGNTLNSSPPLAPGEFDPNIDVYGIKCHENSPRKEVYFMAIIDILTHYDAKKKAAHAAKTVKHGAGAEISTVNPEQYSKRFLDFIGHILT
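Quantitative HTS of the MLSMR library against PI5P4Kalpha with substrate. ATP added last at 5 microM final; room temperature, 60 minutes. Remaining ATP depleted, ADP converted and read as luminescence.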
Abeta yeast res = A-beta toxicity reversal in yeast; yeast expressing A-beta42, growth rescue, OD600, 48 h; response scale: 0% DMSO, 100% iron-clioquinol control; Potency, µM (series often up to 46.1 µM), for inactives: top-dose growth rescue, hits mostly activators; actives 0.063% (n = 410,000); note: potency is the fitted concentration of half-maximal effect; nearly all actives have a fitted effect of over 55% in size
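Yeast growth medium received pinned compounds, then yeast cells expressing toxic A-beta were added; plates incubated at 30 C for 48 hr. Growth read as absorbance at 600 nm, normalized to DMSO and equimolar FeCl3 plus clioquinol controls.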
An asterisk follows results filed as active; [ ] = remark or other dose. Unless noted, calls come from the whole dose curve; as a rule, active = well fitted curve in the direction sought with a large enough effect; inconclusive = small, poorly fitted or top-dose-only effect, or another doubt; inactive = no such curve, though single readings can be large; an effect the other way counts as inactive or inconclusive.

What do the screens show for `COC(=O)[C@@H]1C[C@@]2(O)[C@H](O)[C@H](O)[C@H](O)C[C@H]2N1Cc1ccc(-c2ccccc2)cc1`?
EPAC1 antagonist: 3%; EPAC1 agonist: -1%; WRN helicase inh: -1%; FUS yeast rescue: -19%; IL-2 act: -0.1; PLK1 PBD inh: 1%; PI5P4K alpha inh: -1; Abeta yeast res: 2%

Results for CC(=O)C1=CCC(c2ccco2)N(S(=O)(=O)c2ccc(C)cc2)C1 (centres undefined) ?
EPAC1 antagonist: -12%; EPAC1 agonist: 0%; WRN helicase inh: -4%; FUS yeast rescue: -3%; IL-2 act: -0.5; PLK1 PBD inh: 2%; PI5P4K alpha inh: -1; Abeta yeast res: 11%

What do the screens show for `COc1ccc(OC)c(/C=C2\SC(N3CCCCC3)=NC2=O)c1`?
EPAC1 antagonist: -12%; EPAC1 agonist: -6%; WRN helicase inh: 1%; FUS yeast rescue: 12%; IL-2 act: 0.2; PLK1 PBD inh: -11%; PI5P4K alpha inh: -1; Abeta yeast res: -4%

Results for COc1ccccc1NC(=O)c1cc(N)cc(C(=O)Nc2ccccc2OC)c1 ?
EPAC1 antagonist: 5%; EPAC1 agonist: 13%; WRN helicase inh: 0%; FUS yeast rescue: 11%; IL-2 act: 0.6; PLK1 PBD inh: 5%; PI5P4K alpha inh: 2; Abeta yeast res: 15%

What do the screens show for `CC(C)c1ccc(CC(=O)N2CCC2(C)C(=O)Nc2ccc3c(c2)OCCO3)cc1` (centres undefined)?
EPAC1 antagonist: -7%; EPAC1 agonist: -1%; WRN helicase inh: 4%[57.1 µM]; FUS yeast rescue: 40%; IL-2 act: -0.5; PLK1 PBD inh: -8%; PI5P4K alpha inh: -1; Abeta yeast res: -28%

What do the screens show for `CC(C)(C)NCC(=Cc1ccccc1)C(=O)c1ccccc1`?
EPAC1 antagonist: -25%; EPAC1 agonist: 8%; WRN helicase inh: -7%; IL-2 act: -7.4; PLK1 PBD inh: -13%; PI5P4K alpha inh: 6; Abeta yeast res: -2%

How did Cc1[nH]c2ccccc2c1N=Nc1ccccc1C(=O)O do in these assays?
EPAC1 antagonist: 12%; EPAC1 agonist: 1%; WRN helicase inh: inconclusive; FUS yeast rescue: 36%; IL-2 act: 0.1; PLK1 PBD inh: -8%; PI5P4K alpha inh: inconclusive; Abeta yeast res: -5%

How did Cc1csc(=O)n1CC(=O)OC(C)C(=O)Nc1ccc(N(C)C)cc1 (centres undefined) do in these assays?
EPAC1 antagonist: 14%; EPAC1 agonist: -4%; WRN helicase inh: 2%; FUS yeast rescue: 26%; IL-2 act: -1.3; PLK1 PBD inh: 0%; PI5P4K alpha inh: -4; Abeta yeast res: -17%

How did COc1ccc(-c2csc3nc(C)nc(N4CCC(C)CC4)c23)cc1OC do in these assays?
EPAC1 antagonist: -17%; EPAC1 agonist: 5%; WRN helicase inh: -9%; FUS yeast rescue: inconclusive; IL-2 act: -0.1; PLK1 PBD inh: -12%; PI5P4K alpha inh: 9; Abeta yeast res: -7%

How did CCN(CC)CCC(=O)NC(C)(C)Cc1ccc(O)cc1 do in these assays?
EPAC1 antagonist: -12%; EPAC1 agonist: 0%; WRN helicase inh: 10%; FUS yeast rescue: 15%; IL-2 act: -0.3; PLK1 PBD inh: -6%; PI5P4K alpha inh: 5; Abeta yeast res: 21%

Results for Cc1ccc(C2C(C#N)=C(N)OC3=C2C(=O)CCC3)s1 (centres undefined) ?
EPAC1 antagonist: -9%; EPAC1 agonist: -7%; WRN helicase inh: 3%; FUS yeast rescue: 20%; IL-2 act: 0.3; PLK1 PBD inh: inconclusive; PI5P4K alpha inh: 1; Abeta yeast res: 4%

What do the screens show for `COC(=O)c1cc2n(n1)CCN(Cc1ccc(C)cc1)C2=O`?
EPAC1 antagonist: 10%; EPAC1 agonist: -5%; WRN helicase inh: 11%; FUS yeast rescue: -4%; IL-2 act: -1.7; PLK1 PBD inh: inconclusive; PI5P4K alpha inh: 1; Abeta yeast res: 0%

What do the screens show for `Cc1ccc(S(=O)(=O)Cc2cccc(C(=O)N3CCOCC3)c2)cc1`?
EPAC1 antagonist: -13%; EPAC1 agonist: 0%; WRN helicase inh: -1%; FUS yeast rescue: -13%; IL-2 act: 0.3; PLK1 PBD inh: -2%; PI5P4K alpha inh: 1; Abeta yeast res: -4%

What do the screens show for `COC(=O)c1c(Sc2ccccc2)c2ccccc2n1C`?
EPAC1 antagonist: 1%; EPAC1 agonist: -2%; WRN helicase inh: 1%; FUS yeast rescue: -41%; IL-2 act: 0.3; PLK1 PBD inh: -5%; PI5P4K alpha inh: 4; Abeta yeast res: -6%

What do the screens show for `COc1ccc(-c2cc3c(=O)n(CC(=O)Nc4cccc(Cl)c4)nc(C)n3n2)cc1`?
EPAC1 antagonist: -22%; EPAC1 agonist: 10%; WRN helicase inh: 8%; FUS yeast rescue: 8%; IL-2 act: -4.8; PLK1 PBD inh: -18%; PI5P4K alpha inh: -1; Abeta yeast res: 23%

How did O=C(NC1CCCc2ccccc21)c1c(F)cccc1Cl (centres undefined) do in these assays?
EPAC1 antagonist: 6%; EPAC1 agonist: 1%; WRN helicase inh: -28%; FUS yeast rescue: -1%; IL-2 act: -4.1; PLK1 PBD inh: -5%; PI5P4K alpha inh: 2; Abeta yeast res: 5%

Results for Cc1c(C(=O)N2CCN(c3ccccc3)CC2)oc2c(F)cccc12 ?
EPAC1 antagonist: 8%; EPAC1 agonist: 7%; WRN helicase inh: -32%; FUS yeast rescue: 31%; IL-2 act: -0.2; PLK1 PBD inh: -8%; PI5P4K alpha inh: 10; Abeta yeast res: 28%

How did O=C(NCCCc1ccccc1)c1cc([N+](=O)[O-])ccc1Cl do in these assays?
EPAC1 antagonist: 4%; EPAC1 agonist: -1%; WRN helicase inh: 1%; FUS yeast rescue: 8%; IL-2 act: 0.0; PLK1 PBD inh: 3%; PI5P4K alpha inh: 1; Abeta yeast res: 2%

Results for O=C(O)c1c(-c2ccccc2)c(-c2ccccc2)nc2ccccc12 ?
EPAC1 antagonist: -16%; EPAC1 agonist: 12%; WRN helicase inh: 9%[57.1 µM]; FUS yeast rescue: -12%; IL-2 act: -0.1; PLK1 PBD inh: -28%; PI5P4K alpha inh: -4; Abeta yeast res: -1%

Results for CCC(CO)Oc1cc(NCc2ccc(F)cc2)c2ncn(C(C)C)c2c1 (centres undefined) ?
EPAC1 antagonist: -11%; EPAC1 agonist: -9%; WRN helicase inh: -4%; FUS yeast rescue: 19%; IL-2 act: -0.5; PLK1 PBD inh: 0%; PI5P4K alpha inh: -4; Abeta yeast res: 2%

Results for CCOC(CNC(=O)Cn1nc(C)c2ccccc21)OCC ?
EPAC1 antagonist: -1%; EPAC1 agonist: 13%; WRN helicase inh: -3%; FUS yeast rescue: -29%; IL-2 act: -0.3; PLK1 PBD inh: 1%; PI5P4K alpha inh: 1; Abeta yeast res: 2%

Results for Cc1csc(=O)n1CC(=O)OCC(=O)NCc1ccc(Cl)cc1Cl ?
EPAC1 antagonist: 8%; EPAC1 agonist: 9%; WRN helicase inh: -4%; FUS yeast rescue: 6%; IL-2 act: 0.8; PLK1 PBD inh: -2%; PI5P4K alpha inh: 7; Abeta yeast res: 9%

What do the screens show for `O=C(O)c1cc(-n2nnnc2SCc2ccccc2F)ccc1Cl`?
EPAC1 antagonist: -6%; EPAC1 agonist: 0%; WRN helicase inh: -27%; FUS yeast rescue: -3%; IL-2 act: -1.2; PLK1 PBD inh: -7%; PI5P4K alpha inh: 8; Abeta yeast res: -5%

Results for O=C(O)CN1C(=O)/C(=C/c2ccc(N3CCCCC3)o2)SC1=S ?
EPAC1 antagonist: 8%; EPAC1 agonist: 10%; WRN helicase inh: 4.7µM*; FUS yeast rescue: 6%; IL-2 act: -0.4; PLK1 PBD inh: -6%; PI5P4K alpha inh: inconclusive; Abeta yeast res: -31%[inhibitor]

Results for C[C@H](CO)N1C[C@H](C)[C@@H](CN(C)C(=O)Nc2ccc(F)cc2)Oc2cc(Br)ccc2S1(=O)=O ?
EPAC1 antagonist: 14%; EPAC1 agonist: -5%; WRN helicase inh: -2%; FUS yeast rescue: 16%; IL-2 act: 0.7; PLK1 PBD inh: -25%; PI5P4K alpha inh: -1; Abeta yeast res: -1%

How did CCCn1c(SCC(=O)NC2CCCC2)nnc1-c1cccnc1 do in these assays?
EPAC1 antagonist: -2%; EPAC1 agonist: -12%; WRN helicase inh: -10%; FUS yeast rescue: 3%; IL-2 act: 5.1; PLK1 PBD inh: 0%; PI5P4K alpha inh: 3; Abeta yeast res: -16%

How did CC(C)n1nnnc1C1c2ccccc2C(=O)N1CCc1ccccc1F (centres undefined) do in these assays?
EPAC1 antagonist: -10%; EPAC1 agonist: 8%; WRN helicase inh: -6%; FUS yeast rescue: -13%; IL-2 act: -0.6; PLK1 PBD inh: -3%; PI5P4K alpha inh: 1; Abeta yeast res: -6%

How did Cc1cccc(C)c1NC(=O)COC(=O)c1ccccc1O do in these assays?
EPAC1 antagonist: 11%; EPAC1 agonist: -8%; WRN helicase inh: 2%; FUS yeast rescue: -10%; IL-2 act: 0.0; PLK1 PBD inh: 5%; PI5P4K alpha inh: -5; Abeta yeast res: 3%

Results for CN(C)/C=C1\C(=O)N(C)N=C1C(F)(F)F ?
EPAC1 antagonist: 14%; EPAC1 agonist: -3%; WRN helicase inh: -5%; FUS yeast rescue: -17%; IL-2 act: -0.8; PLK1 PBD inh: 1%; PI5P4K alpha inh: -1; Abeta yeast res: 13%

How did O=C(Cc1c(F)cccc1Cl)NNC(=O)c1ccc(Br)s1 do in these assays?
EPAC1 antagonist: -8%; EPAC1 agonist: -15%; WRN helicase inh: -5%; FUS yeast rescue: 6%; IL-2 act: 0.5; PLK1 PBD inh: 0%; PI5P4K alpha inh: -2; Abeta yeast res: -6%

What do the screens show for `O=C(CSc1nc2ccccc2c(=O)n1-c1ccccc1F)Nc1ccc2c(c1)CCC2`?
EPAC1 antagonist: -7%; EPAC1 agonist: 3%; WRN helicase inh: 1%; FUS yeast rescue: inconclusive; IL-2 act: -2.4; PLK1 PBD inh: -15%; PI5P4K alpha inh: 5; Abeta yeast res: 8%

Source: PubChem (National Center for Advancing Translational Sciences (NCATS))
